From PubChem
ROS inducer: inducers of reactive oxygen species in cancer cells; U2OS ROS induction, H2DCF-DA fluorescence; ROS induction (% of piperlongumine), % at 10 µM; hit rate 2% among 46,000; in the data active = ROS induction above about 79%, passing the limit was not always enough; inconclusive = no clear call, values can overlap the other calls;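 note: 0% = DMSO vehicle median and 100% = reference compound median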
* marks the source's active call; other numbers are inactive results; ? = inconclusive. An excerpt; rates above refer to the full screens.

SMILES	ROS inducer
C[C@@H]1CN([C@H](C)CO)C(=O)c2cccc(NC(=O)Nc3ccc4c(c3)OCO4)c2O[C@H]1CN(C)Cc1ccccc1	18.9
CC(C)(C)OC(=O)NC1(/C=N/NC(=O)CCCCCC(=O)O)CCCC1	2.0
Cc1ccc(S(=O)(=O)Nc2cccc3c2O[C@@H](CN(C)C(=O)Nc2ccccc2)[C@@H](C)CN([C@@H](C)CO)C3=O)cc1	-10.8
C[C@H](CO)N1C[C@H](C)[C@H](CN(C)C)Oc2ncc(-c3cccc(F)c3)cc2C1=O	16.0
Cc1noc(C)c1S(=O)(=O)Nc1ccc2c(c1)C(=O)N([C@@H](C)CO)C[C@H](C)[C@@H](CN(C)S(=O)(=O)c1ccc(Cl)cc1)O2	3.3
C[C@@H]1CN([C@@H](C)CO)C(=O)c2cc(NS(=O)(=O)c3cn(C)cn3)ccc2O[C@H]1CN(C)S(=O)(=O)c1ccc(Cl)cc1	0.9
Cc1noc(C)c1NC(=O)N(C)C[C@@H]1Oc2ccc(N(C)C)cc2CC(=O)N([C@H](C)CO)C[C@H]1C	-10.3
C[C@@H]1CN([C@@H](C)CO)C(=O)c2cccc(NS(=O)(=O)c3ccc(Cl)cc3)c2O[C@H]1CN(C)C(=O)Nc1ccccc1	-6.4
C[C@@H]1CN([C@H](C)CO)C(=O)c2cc(NC(=O)Nc3ccccc3)ccc2O[C@@H]1CN(C)C(=O)Nc1cccc2ccccc12	-11.3
Cc1cc(C)n(CC(O)Cn2ccc3ccccc32)n1 (configuration not stated)	-12.1
C[C@@H]1CN([C@@H](C)CO)C(=O)c2cc(NS(=O)(=O)c3ccc(Cl)cc3)ccc2O[C@H]1CN(C)C(=O)Nc1ccc2c(c1)OCO2	-9.2
CNC[C@@H]1Oc2ccc(NC(=O)Nc3ccc4c(c3)OCO4)cc2C(=O)N([C@@H](C)CO)C[C@@H]1C	-12.6
Cc1ccc(S(=O)(=O)NCC(=O)Nc2ccccc2F)cc1	-11.0
Cc1ccc(S(=O)(=O)Nc2cccc3c2O[C@H](CN(C)S(=O)(=O)c2cn(C)cn2)[C@@H](C)CN([C@@H](C)CO)C3=O)cc1	1.5
C[C@@H]1CN([C@@H](C)CO)C(=O)c2cccc(NS(=O)(=O)c3ccc(F)cc3)c2O[C@H]1CN(C)S(=O)(=O)c1cccs1	-14.2
C[C@@H]1CN([C@@H](C)CO)C(=O)c2cccc(NS(=O)(=O)c3ccccc3)c2O[C@H]1CN(C)CC1CCCCC1	-8.0
COc1cccc2oc(-c3ccccc3)cc(=O)c12	-4.7
CC(C)NC(=O)N(C)C[C@H]1Oc2ccc(NC(=O)Cc3cn(C)c4ccccc34)cc2C(=O)N([C@@H](C)CO)C[C@H]1C	20.3
C[C@@H]1CN([C@H](C)CO)C(=O)c2cccc(NC(=O)C3CC3)c2O[C@H]1CN(C)Cc1ccc(C(F)(F)F)cc1	17.7
C[C@@H]1CN([C@@H](C)CO)C(=O)c2cccc(NC(=O)Nc3cccc4ccccc34)c2O[C@@H]1CN(C)CC1CC1	-5.4

Random excerpt: three records from the list
SMILES	ROS inducer
Cc1ccc(S(=O)(=O)Nc2cccc3c2O[C@@H](CN(C)C(=O)Nc2ccccc2)[C@@H](C)CN([C@@H](C)CO)C3=O)cc1	-10.8
Cc1cc(C)n(CC(O)Cn2ccc3ccccc32)n1 (configuration not stated)	-12.1
C[C@@H]1CN([C@H](C)CO)C(=O)c2cccc(NC(=O)Nc3ccc4c(c3)OCO4)c2O[C@H]1CN(C)Cc1ccccc1	18.9

The listing continues.
SMILES	ROS inducer
C[C@H]1CN([C@@H](C)CO)C(=O)Cc2cc(NS(=O)(=O)c3ccccc3)ccc2O[C@H]1CN(C)S(=O)(=O)c1ccc(F)cc1	6.6
CN(CCO)c1ccc(/C=N/NC(=O)CCCCCCC(=O)Nc2ccccc2O)cc1	7.9
COc1ccc(S(=O)(=O)NCCCN2CCOCC2)c(C)c1C	-3.1
C[C@@H]1CN([C@@H](C)CO)C(=O)Cc2cc(NC(=O)NC3CCCCC3)ccc2O[C@@H]1CN(C)Cc1ccc2c(c1)OCO2	28.3
COc1cccc(-c2cc(C#N)c(NC(=O)c3cccc([N+](=O)[O-])c3)o2)c1	-2.8
Cc1ccc(S(=O)(=O)N(C)C[C@@H]2Oc3ccc(NS(=O)(=O)c4ccccc4)cc3CC(=O)N([C@@H](C)CO)C[C@@H]2C)cc1	?
C[C@@H]1CN([C@H](C)CO)C(=O)c2cc(NS(=O)(=O)c3ccc(Cl)cc3)ccc2O[C@H]1CN(C)Cc1ccccc1	6.2
Cc1ccc(S(=O)(=O)N(C)C[C@H]2Oc3ccc(NC(=O)CCC(F)(F)F)cc3CC(=O)N([C@@H](C)CO)C[C@H]2C)cc1	8.3
C[C@H](CO)N1C[C@H](C)[C@@H](CN(C)Cc2ccc(C(=O)O)cc2)Oc2c(NS(C)(=O)=O)cccc2C1=O	-5.1
CC1=NN(C(=O)CCc2ccccc2)C(O)(c2ccccc2)C1 (configuration not stated)	-1.5
COc1ccc(NC(=O)Nc2ccc3c(c2)C(=O)N([C@@H](C)CO)C[C@H](C)[C@H](CN(C)C)O3)cc1	-6.7
COc1ccc(NC(=O)N(C)C[C@@H]2Oc3c(NS(C)(=O)=O)cccc3C(=O)N([C@@H](C)CO)C[C@@H]2C)cc1	-12.8
CC(=O)c1cn(CC(=O)Nc2cccc(C(F)(F)F)c2)c2ccccc12	27.1
COc1ccc(NC(=O)Cn2nnc(-c3ccccc3Cl)n2)c(OC)c1	-9.7
C[C@H](CO)N1C[C@H](C)[C@@H](CN(C)Cc2ccc3c(c2)OCO3)Oc2ccc(NC(=O)Nc3ccccc3)cc2C1=O	36.3
COc1ccc(NC(=O)N(C)C[C@@H]2Oc3ncc(-c4cccc(F)c4)cc3C(=O)N([C@H](C)CO)C[C@@H]2C)cc1	6.3
Cn1c(Sc2cnn(-c3ccccc3)c(=O)c2Br)nnc1-c1ccccc1	68.8
CC(C)NC(=O)N(C)C[C@H]1Oc2ccc(NS(C)(=O)=O)cc2C(=O)N([C@@H](C)CO)C[C@H]1C	-15.7
Cc1ccc(CSc2ncc(C(F)(F)F)cc2Cl)cc1	-9.0
C[C@@H]1CN([C@H](C)CO)C(=O)CCCn2cc(nn2)CO[C@@H]1CN(C)Cc1ccc(Cl)c(Cl)c1	14.3

A second format for some results above:
Cn1c(Sc2cnn(-c3ccccc3)c(=O)c2Br)nnc1-c1ccccc1
  ROS inducer: 68.8
COc1ccc(NC(=O)Nc2ccc3c(c2)C(=O)N([C@@H](C)CO)C[C@H](C)[C@H](CN(C)C)O3)cc1
  ROS inducer: -6.7
COc1ccc(S(=O)(=O)NCCCN2CCOCC2)c(C)c1C
  ROS inducer: -3.1
C[C@@H]1CN([C@H](C)CO)C(=O)c2cc(NS(=O)(=O)c3ccc(Cl)cc3)ccc2O[C@H]1CN(C)Cc1ccccc1
  ROS inducer: 6.2

Following part:
SMILES	ROS inducer
COc1ccc([Si](C)(C)[C@H]2[C@H](CCn3cc([C@H](O)c4ccccc4)nn3)O[C@@]3(C(=O)N(Cc4cccc(N5CCC5=O)c4)c4ccccc43)[C@@H]2C)cc1	60.7
C[C@H](CO)N1C[C@H](C)[C@@H](CN(C)C(=O)Nc2ccc3c(c2)OCO3)Oc2c(NS(=O)(=O)c3ccccc3)cccc2C1=O	-4.3
COC(=O)c1ccc(Cl)c(NC(=O)CN(c2cccc(F)c2)S(C)(=O)=O)c1	-0.3
Cc1cc(C(=O)Nc2cccc3c2O[C@H](CN(C)C(=O)Nc2ccc(F)cc2)[C@H](C)CN([C@H](C)CO)C3=O)n(C)n1	28.6
COc1ccc(S(=O)(=O)N(C)C[C@@H]2Oc3ccc(NC(=O)CCN4CCOCC4)cc3C(=O)N([C@@H](C)CO)C[C@@H]2C)cc1	-1.2
CC(=O)c1cc2c(cc1O)OC(C)(C)C=C2	6.2
C[C@H](CO)N1C[C@H](C)[C@H](CN(C)Cc2ccncc2)Oc2ccc(NC(=O)CCC(F)(F)F)cc2CC1=O	-10.8
COC(=O)c1ccccc1NC(=O)c1cccnc1	-6.8
COc1ccc(CN(C)C[C@H]2OCCCC[C@@H](C)Oc3ccc(NS(=O)(=O)c4ccc(OC)cc4)cc3C(=O)N([C@H](C)CO)C[C@@H]2C)cc1	20.2
C[C@@H]1CN([C@@H](C)CO)C(=O)c2cccc(NC(=O)c3ccncc3)c2O[C@@H]1CN(C)Cc1ccc(C(=O)O)cc1	-12.6
C[C@@H]1CN([C@@H](C)CO)C(=O)c2cc(NS(C)(=O)=O)ccc2O[C@@H]1CN(C)S(=O)(=O)c1ccccc1	-7.4
Cc1ccc(C(=O)CSc2nc3sc(C)c(C)c3c(=O)[nH]2)cc1	21.8
CC(C)NC(=O)N(C)C[C@@H]1Oc2ccc(NC(=O)Cc3cn(C)c4ccccc34)cc2C(=O)N([C@H](C)CO)C[C@@H]1C	13.0
CSc1sc(-c2nc(C(C)(C)C)cs2)c2c1C(=O)CCC2	-17.6
C[C@H]1CN([C@@H](C)CO)C(=O)c2cccc(NC(=O)Nc3ccc4c(c3)OCO4)c2O[C@@H]1CN(C)Cc1ccc(C(=O)Nc2ccccc2N)cc1	123.2*
O=C(O)CCCCCCC(=O)N/N=C/c1cc(Br)ccc1O	13.5
Cc1noc(C)c1NC(=O)Nc1ccc2c(c1)C(=O)N([C@H](C)CO)C[C@H](C)[C@H](CN(C)C(=O)Nc1ccc3c(c1)OCO3)O2	62.8
Cc1noc(C)c1NC(=O)Nc1cccc2c1O[C@@H](CN(C)Cc1ccc(Cl)c(Cl)c1)[C@H](C)CN([C@H](C)CO)C2=O	10.7
CCN(CC)c1ccc2c(c1)oc(=O)c1c(Cl)cc(=O)oc12	5.2
COc1cc(OC)c(NC(=O)c2c(C)nn(-c3ccccc3)c2-n2cccc2)cc1Cl	26.2
CNC[C@H]1Oc2ccc(NC(=O)C3CCCCC3)cc2CC(=O)N([C@@H](C)CO)C[C@H]1C	-11.6
O=C(CSc1nc2ccccc2c(=O)[nH]1)Nc1ccc(Cl)cc1Cl	-9.7
CC(C)c1cccc2c1OC(C(C)C)C(=S)N2CC(=O)O (configuration not stated)	4.4
CC1=C(CC(=O)O)c2cc(F)ccc2/C1=C\c1ccc(S(C)=O)cc1 (configuration not stated)	12.5
CNC[C@@H]1Oc2c(NC(=O)C3CCOCC3)cccc2C(=O)N([C@H](C)CO)C[C@@H]1C	26.1
C[C@H]1CN([C@@H](C)CO)C(=O)c2cccc(NC(=O)NC3CCCCC3)c2O[C@H]1CN(C)S(=O)(=O)c1ccc(Cl)cc1	0.9
COC(=O)CCC(=O)Nc1cc([N+](=O)[O-])ccc1OC	-0.6
C[C@H]1CN([C@@H](C)CO)C(=O)c2cccc(NC(=O)C3CCOCC3)c2O[C@@H]1CN(C)C(=O)Nc1ccccc1	-2.9
COc1cc2c(cc1OC)CN(C(=O)[C@@H]1[C@H]3C(=O)O[C@H](c4ccccc4)[C@H](c4ccccc4)N3[C@H](c3ccc(OCCO)cc3)[C@@]13C(=O)Nc1ccc(C#CCNC(N)=O)cc13)CC2	-8.7
CCOC(=O)c1c(C)c(C(=O)Nc2ccc(C(C)C)cc2)c(C)n1C	-2.3
C=CCOc1ccccc1/C=N/NC(=O)c1cccc(C(=O)NO)c1	-23.2
C[C@@H]1CCCCO[C@H](CN(C)S(=O)(=O)c2ccccc2)[C@@H](C)CN([C@H](C)CO)C(=O)c2cc(NC(=O)C3CCCCC3)ccc2O1	30.5
CN(C)CCNC(=O)c1ccc2c(=O)n(Cc3ccc4c(c3)OCO4)c(=S)[nH]c2c1	-10.3
OC[C@H]1O[C@@H](OC(CCCCc2ccc(O)cc2)CCc2ccc(O)cc2)[C@H](O)[C@@H](O)[C@@H]1O (some centres not stated)	-6.0
CC1(C)S[C@@H]2[C@H](NC(=O)C3(N)CCCCC3)C(=O)N2[C@H]1C(=O)O	7.4
Cc1ccc(NC(=O)CSc2nc3ccsc3c(=O)n2Cc2ccccc2F)cc1Cl	4.8
Cc1ccc(NC(=O)Nc2nnc(N3C(C)CCCC3C)s2)cc1C (configuration not stated)	-12.2
CNC[C@H]1Oc2ccc(NC(=O)CCC(F)(F)F)cc2CC(=O)N([C@H](C)CO)C[C@H]1C	-5.8
CC(C)NC(=O)N(C)C[C@@H]1Oc2ccc(NC(=O)Nc3ccc4c(c3)OCO4)cc2C(=O)N([C@@H](C)CO)C[C@@H]1C	-4.1
CCc1ccc(Oc2c(C(F)(F)F)oc3c(CN(C)C)c(O)ccc3c2=O)cc1	-5.1
Cn1c(NC(=O)c2cccc(Cn3cc(Cl)cn3)c2)nc2ccccc21	-5.2
C[C@H](CO)N1C[C@H](C)[C@H](CN(C)Cc2ccncc2)Oc2ncc(-c3ccccc3)cc2C1=O	-1.2
C[C@@H]1CCCCO[C@H](CN(C)C(=O)c2ccncc2)[C@@H](C)CN([C@H](C)CO)C(=O)c2cc(NS(=O)(=O)c3ccccc3)ccc2O1	-7.8
C[C@@H]1CCCCO[C@@H](CN(C)S(=O)(=O)c2cn(C)cn2)[C@@H](C)CN([C@H](C)CO)C(=O)c2cc(NC(=O)Nc3ccc(C(F)(F)F)cc3)ccc2O1	10.1
C[C@@H]1CN([C@@H](C)CO)C(=O)c2cc(NC(=O)Nc3ccccc3)ccc2O[C@H]1CN(C)S(=O)(=O)c1ccc(F)cc1	-2.0
Cc1noc(C)c1S(=O)(=O)N(C)C[C@H]1OCCCC[C@@H](C)Oc2ccc(NS(=O)(=O)c3ccc(Cl)cc3)cc2C(=O)N([C@H](C)CO)C[C@@H]1C	110.3*
COc1cc(O)c2c(c1)C1=C[C@H](O)[C@@H](O)C[C@]1(C)OC2=O	21.9
C[C@H](CO)N1C[C@H](C)[C@@H](CN(C)Cc2ccc3c(c2)OCO3)Oc2c(NC(=O)Nc3ccc(F)cc3)cccc2C1=O	19.2
CC(C)c1ccc(S(=O)(=O)NCCOC23CC4CC(CC(C4)C2)C3)cc1	-0.1
CN(C)/C=N/C(=S)N1CCOCC1	-4.2
C[C@H](CO)N1C[C@H](C)[C@@H](CN(C)Cc2ccc3c(c2)OCO3)Oc2c(NS(=O)(=O)c3ccccc3)cccc2C1=O	6.6
